Bioassay records (PubChem)
MCL1-BIM inh = inhibitors of human MCL1 binding to BIM-BH3 peptide. GST-MCL1 / FITC-Bim-BH3 fluorescence polarization. actives 0.68% (n = 320,000). inhibition, % at 10.9 µM. Q07820. AID 2057;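 active means inhibition above the mean inhibition of all tested compounds plus 3 SD, set per campaign, cut at about 40% in these data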;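 further: 0% = DMSO wells and 100% = unlabeled Bim-BH3 peptide control; higher means more loss of mP so more displacement of Bim peptide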
GLD-1 TGE inh = GLD-1-TGE RNA interaction inhibition (C. elegans); AID 2280; Q17339; actives 0.44% (n = 320,000); purified GLD-1 + fluorescein TGE RNA, fluorescence polarization; inhibition, % at 5.96 µM;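 active means percent inhibition above a per-plate cutoff, the plate mean of test compounds plus 3 SD, cut at about 30% in these data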;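 further: 0% = DMSO wells with GLD-1 and probe and 100% = wells lacking GLD-1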
CR mimetic SO = lowers age-related superoxide in aged yeast cells. AID 2690. actives 0.18% (n = 330,000). superoxide response (% of plate mean), % at 10 µM. S. cerevisiae aged cells, superoxide DHE fluorescence; hits give low values;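 active means superoxide response under a set limit, about three screen SD below normal, cut at about 65% in these data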;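 further: yeast aged for seven days with compound at 30 °C before DHE staining; 100% = average MFI of all compound-treated wells on the plate with controls excluded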
AGP1 TOR yeast = alters AGP1-GFP fluorescence in TOR pathway yeast screen | S. cerevisiae AGP1-GFP multiplex flow cytometry, 3 h; GFP as percent of DMSO wells | GFP response vs DMSO, % at 10 µM | actives 0.02% (n = 320,000);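 active means GFP response relative to DMSO above a set limit, near screen average plus 3 SD, cut at about 150% in these data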;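 further: median GFP channel fluorescence of the gated AGP1 strain per well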
CIT2 TOR yeast = yeast TOR pathway CIT2-GFP modulation | S. cerevisiae CIT2-GFP strain, flow cytometry, 3 h; 100 means same as DMSO wells | GFP response vs DMSO, % at 10 µM | actives 0.065% (n = 320,000) | AID 2029;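 active means GFP response relative to DMSO above a set limit, near the screen mean plus 3 SD, cut at about 150% in these data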;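 further: ratio of well median GFP fluorescence to mean of DMSO wells on the plate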
MEX-5 binding = C. elegans MEX-5 TCR-2 RNA binding activity | Q9XUB2 | MEX-5/FITC-TCR2 RNA binding, fluorescence polarization; hits give low values | activity score (negative = inhibition of binding), % at 10 µM | actives 0.38% (n = 300,000) | AID 1832;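 active means inhibition past about -25% in most replicates, and total fluorescence under double the plate's negative control median, limit read from the data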;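 further: 0% = DMSO and -100% = 5 µM competing unlabeled TCR2 RNA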
Bcl-xL primary = inhibitors of human Bcl-xL. Q07817. GST-Bcl-xL / FITC-Bim BH3 peptide fluorescence polarization. inhibition, % at 10.9 µM. actives 0.7% (n = 320,000);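 active means inhibition above the mean of all tested compounds plus 3 SD, cutoff set per campaign, cut at about 30% in these data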;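 further: 0% = DMSO wells and 100% = unlabeled Bim-BH3 peptide competitor; inhibitors lower millipolarization by displacing the labeled peptide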
Target sequence (Q07817 whole entry, looked up): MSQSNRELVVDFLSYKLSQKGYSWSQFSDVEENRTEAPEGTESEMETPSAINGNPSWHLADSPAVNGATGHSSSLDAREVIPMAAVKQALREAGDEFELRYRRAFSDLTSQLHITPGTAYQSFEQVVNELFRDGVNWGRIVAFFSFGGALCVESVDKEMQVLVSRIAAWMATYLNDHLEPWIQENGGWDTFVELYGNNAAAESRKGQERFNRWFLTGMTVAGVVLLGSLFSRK
VLA-4 inh = inhibition in a human VLA-4 binding assay; AID 2557; inhibition, % (about 7 µM as worked out from the volumes in the protocol); VLA-4 expressing cells, ligand binding flow cytometry; actives 0.2% (n = 330,000); in the data active means inhibition above about 50%
GRK2 aptamer HTS = blocks RNA aptamer binding to human GRK2; P25098; bead flow cytometry, FAM-aptamer displacement from GRK2; AID 488847; actives 0.59% (n = 330,000); inhibition of aptamer binding, % at 10 µM;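 active means inhibition of aptamer binding above 40%, roughly 3 SD of noise, on plates passing a quality check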;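 further: median bead fluorescence of bound FAM aptamer so fluorescent compounds give negative values; no value below 0 was filed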
Target sequence (P25098 whole entry, looked up): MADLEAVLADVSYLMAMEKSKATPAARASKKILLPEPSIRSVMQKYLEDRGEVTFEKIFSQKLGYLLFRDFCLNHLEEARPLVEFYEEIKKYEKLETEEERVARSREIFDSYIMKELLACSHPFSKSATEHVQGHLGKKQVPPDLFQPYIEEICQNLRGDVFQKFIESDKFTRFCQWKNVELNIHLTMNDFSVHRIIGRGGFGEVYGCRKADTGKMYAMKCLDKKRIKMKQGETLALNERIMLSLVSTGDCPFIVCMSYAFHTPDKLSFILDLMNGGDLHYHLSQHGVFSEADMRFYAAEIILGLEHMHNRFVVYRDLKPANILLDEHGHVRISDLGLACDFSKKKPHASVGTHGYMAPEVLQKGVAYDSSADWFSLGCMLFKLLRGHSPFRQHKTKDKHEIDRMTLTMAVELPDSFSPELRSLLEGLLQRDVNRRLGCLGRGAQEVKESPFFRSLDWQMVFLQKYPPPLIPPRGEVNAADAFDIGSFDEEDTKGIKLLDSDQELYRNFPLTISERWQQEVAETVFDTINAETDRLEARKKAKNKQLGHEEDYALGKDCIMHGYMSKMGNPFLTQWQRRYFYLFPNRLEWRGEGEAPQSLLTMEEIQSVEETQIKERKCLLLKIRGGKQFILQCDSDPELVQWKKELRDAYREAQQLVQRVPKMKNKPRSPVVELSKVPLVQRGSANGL
Active calls of the source: *; / = not tested or not shown. Outcome played no part in choosing rows. About 2.1% of those tested had a hit in this group.

Sequence of screens – MCL1-BIM inh, GLD-1 TGE inh, CR mimetic SO, AGP1 TOR yeast, CIT2 TOR yeast, MEX-5 binding, Bcl-xL primary, VLA-4 inh, GRK2 aptamer HTS
1) O=C(NCC(=O)N1CCN(C(=O)c2ccco2)CC1)c1ccc(Cl)cc1
 : 7, 5, 107, 107, 105, 0.9, 2, -5, 1
2) COc1ccc(CNC(=O)C(c2ccncc2)N(C(=O)Cc2cccs2)c2ccc(C)cc2)cc1 (centres undefined)
 : 5, 0, 99, 99, 101, -4.8, 7, 3, 0
3) COc1cccc(-c2cc(N3C(=O)Nc4ccccc4N3O)n[nH]2)c1
 : -3, 6, 117, 99, 100, 0.7, 1, 24, 3
4) CN(C)S(=O)(=O)c1ccc(C(=O)NC(=O)CSc2nncs2)cc1
 : /, 9, 79, 102, 92, /, /, 23, 1
5) CC1CC(C)CN(CCCNC(=O)c2ccc3c(c2)ncn3C2CCCC2)C1 (centres undefined)
 : -1, -2, 85, 100, 104, 4.0, 2, 11, 3
6) COc1ccc(CNCc2cc3c(cc2[N+](=O)[O-])OCO3)cc1
 : 8, 5, 94, 101, 113, -0.4, 9, -16, 1
7) CN1CCN(C(=O)c2ccc(-c3ccc(Br)cc3)o2)CC1
 : /, -3, 104, 102, 98, /, /, 3, 0
8) Cc1ccc(OCC(=O)NCc2cccs2)c([N+](=O)[O-])n1
 : -3, 0, 102, 101, 100, -2.2, 3, 1, 3
9) COc1ccc(C(N)c2nccc3cc(OC)c(OC)cc23)cc1OC (centres undefined)
 : 7, -10, 114, 103, 108, -0.8, 2, -14, 0
10) CC(OC(=O)c1ccccc1NCCO)C(=O)NCC(=O)Nc1ccc(F)c(F)c1F (centres undefined)
 : -7, 8, 92, 101, 106, -1.5, -6, 12, 1
11) CC(C)c1ccc(C(C)NCCS(=O)(=O)c2ccc(Br)cc2)cc1 (centres undefined)
 : -1, -5, 101, 108, 105, -4.2, -1, 7, 0
12) Cc1ccc(-n2c(C)c3c(C)nnc(C)c3c2C)cc1C
 : -9, -2, 87, 102, 91, -0.9, 2, -8, 0
13) Cc1ccc(C(=O)NCC(C)(C)N2CCOCC2)s1
 : 2, 5, 95, 105, 96, 0.1, 4, -11, 3
14) COC(=O)c1ccc(Oc2coc3cc(OCc4ccc([N+](=O)[O-])cc4)ccc3c2=O)cc1
 : -3, 0, 100, 102, 106, 1.9, -5, 11, 0
15) CCC(C(=O)OC)n1cnc2c(nnn2-c2ccc(OC)cc2)c1=O (centres undefined)
 : 3, -2, 96, 105, 111, /, -3, 8, 2
16) Cc1ccc(C(=O)NCC(=O)N/N=C/c2sccc2C)cc1[N+](=O)[O-]
 : 2, 1, 140, 98, 92, 2.1, 6, 10, 0
17) Cc1ccc(C)c(N2CCN(C(=O)c3ccc(Cn4c(=S)[nH]c5ccc(N6CCOCC6)cc5c4=O)cc3)CC2)c1
 : 16, 8, 107, 97, 109, -0.1, 13, -8, 0
18) COc1cc(OC)cc(-c2c(-c3ccc(C(C)=O)cc3)c3cc(-c4cccc5[nH]ccc45)ccc3n2C)c1
 : /, -13, 86, 99, 103, /, /, 16, 0
19) c1ccc2oc(NC3=NCN(CC4CCCO4)CN3)nc2c1 (centres undefined)
 : 6, -3, 103, 97, 112, -0.5, 7, -3, 4
20) CCOC(=O)c1cc(-c2ccc(F)cc2)n(CC(=O)N2CCCC2)c1C
 : 0, 11, 98, 107, 110, 1.3, 4, 4, 1
21) Cc1ccc2nc(Cl)c(CNCc3ccccc3)cc2c1
 : 0, 5, 84, 101, 101, 1.5, -1, -3, 0
22) O=c1c2ccccc2nnn1-c1ccc(Br)cc1
 : -4, -4, 106, 108, 101, 0.3, 8, 6, 1
23) CC(=O)N1CCN(CCS(=O)(=O)c2cc(Cl)ccc2Cl)CC1
 : /, 1, 89, 98, 97, /, /, 6, 2
24) O=C(COC(=O)c1ccc(Br)o1)NCc1ccc(Cl)cc1
 : /, -4, 92, 96, 108, /, /, 8, 0
25) N#Cc1cnn(-c2nc(SCc3ccccc3)nc3sc4c(c23)CCCC4)c1N
 : -1, -3, 103, 95, 101, 2.8, 2, 2, 0
26) CCOC(=O)Cn1c(=O)c(-c2ccccc2N)nc2ccccc21
 : 6, -5, 89, 105, 107, 0.9, 1, 30, 0
27) CC(Oc1ccc(Cl)cc1Cl)C(=O)OCC(=O)c1c(N)n(C)c(=O)n(C)c1=O (centres undefined)
 : 1, 4, 94, 99, 91, /, 0, 11, 0
28) Nc1ccc2cn[nH]c2c1
 : 9, 7, 98, 97, 89, 0.0, 8, 7, 3
29) CC(C)Cn1c([N+](=O)[O-])nc2c1c(=O)[nH]c(=O)n2C
 : 5, -3, 112, 84, 69, 1.0, -3, -2, 0
30) CCOc1ccc(CCN2CN(CC)CNC2=S)cc1OCC
 : 1, -1, 97, 94, 95, -1.0, 10, 3, 0
31) COC(=O)C1CCN(c2nc3ccccc3nc2C(C#N)C(=O)OCC(C)C)CC1 (centres undefined)
 : -4, -4, 95, 101, 96, -2.2, 8, -7, 1
32) Fc1ccccc1COc1ccc(Br)cc1CNCc1cccnc1
 : 1, -1, 102, 97, 88, 0.8, 1, 5, 0
33) COc1ccc(Cc2nnc(N/N=C/c3ccc(O)cc3)[nH]c2=O)cc1OC
 : 5, -4, 100, /, /, -0.4, 2, 2, 1
34) COc1ccc(-c2cc(-c3ccccc3)c(C#N)c(SCC(=O)O)n2)cc1
 : 4, 8, 116, 100, 93, -2.0, 6, -2, 0
35) COc1ccc2c(Cl)c(C(=O)N/N=C3\CCCC(=O)C3)sc2c1
 : 23, 129*, 96, 101, 97, -0.2, 40*, -213, 0
36) CCn1c(SCC(=O)Nc2cc(OC)c(OC)c(OC)c2)nnc1-c1cccs1
 : -9, 2, 95, 97, 92, 0.8, -1, 10, 2
37) Cc1cc(=O)[nH]c(SCC(=O)N2CCc3ccccc3C2)n1
 : 4, -2, 96, 95, 91, -0.8, 3, -4, 1
38) COCCNC(=O)CN(Cc1ccc2c(c1)OCO2)C(=O)CCC(=O)Nc1nccs1
 : -5, -4, 109, 104, 95, 1.9, 0, -7, 1
39) C=CCNC(=O)C1CC2Cn3c(nc4ccccc43)C2N1C (centres undefined)
 : -6, 11, 97, 100, 103, -0.1, 1, -2, 0
40) CCOc1ccc(S(=O)(=O)N2CCN(C(=O)CN3C(=O)NC4(CCCC4)C3=O)CC2)cc1
 : -22, 1, 106, 106, 96, -0.6, -14, 6, 1
41) O=C(NCc1cccs1)c1ccc2c(c1)OCCO2
 : -12, 7, 99, 94, 90, 1.1, -6, 17, 0
42) CC(C)(C)c1ccc(OCCC(=O)OCC(=O)Nc2cccnc2Cl)cc1
 : -2, 7, 96, 108, 102, -0.1, -5, 11, 0
43) CCCCc1c(O)nc(SCC(=O)N2CCOCC2)n(-c2ccccc2OC)c1=O
 : 5, -1, 118, 102, 97, -0.6, 1, -2, 4
44) C=CCn1c(SCC(=O)c2c(N)n(C)c(=O)n(C)c2=O)nnc1-c1ccoc1C
 : /, 2, 108, 104, 99, /, /, 7, 2
45) Cc1sc2nc(-c3ccccc3)oc(=O)c2c1C
 : 1, 0, 88, 107, 109, -0.3, 10, 2, 0
46) Cc1n[nH]c(C)c1CCN(C)Cc1cn(C)nc1-c1ccccc1F
 : 7, -1, 109, 98, 106, 1.4, 4, 0, 1
47) Cc1cc(N/N=C/c2c(O)ccc3ccccc23)nc(-c2ccccc2O)n1
 : 12, 3, 99, 98, 108, 0.7, 10, 20, 3
48) Cc1ccccc1-c1nc2sc3c(c2c(=O)n1N)CCCC3
 : -1, 5, 114, 94, 86, -1.0, 6, 9, 0
49) C=CCOc1cccc(C2/C(=C(/O)c3ccccc3)C(=O)C(=O)N2CCN2CCOCC2)c1 (centres undefined)
 : 8, 10, 100, /, 95, -0.2, 8, 10, 8
50) O=C(COc1ccc([N+](=O)[O-])cc1)Nc1ccc(N2CCN(C(=O)c3ccco3)CC2)cc1
 : 0, -6, 86, 101, 97, 0.9, 1, -11, 0
51) CCn1c(-c2cc(-c3cccc(OC)c3)nc3ccccc23)n[nH]c1=S
 : -5, -3, 101, 102, 107, -0.4, 2, 8, 0
52) C=CCc1cccc(/C=N/c2ncccc2O)c1O
 : 20, 7, 128, 110, 101, -8.1, 10, 0, 2
53) CNC(=O)NC(=O)CSc1nnc(-c2ccc(F)cc2)n1CC1CCCO1 (centres undefined)
 : -1, -5, 96, 97, 93, -0.5, -1, 7, 0
54) c1cncc(-c2nc3cc4ccccc4cc3[nH]2)c1
 : 4, 3, 83, 96, 84, 0.5, 6, -12, 0
55) Cc1nn(C(C)CC(=O)O)c(C)c1Br (centres undefined)
 : 11, 3, 98, 100, 101, 0.4, 8, 21, 0
56) CCOC(=O)c1cnc2nc(C(F)(F)F)[nH]n2c1=O
 : 3, -3, 103, 98, 100, 0.6, 4, 6, 3
57) Cc1cc(C(F)F)nn1CC(=O)NCc1ccc(Cl)cc1Cl
 : 0, -2, 104, 95, 91, -2.5, 2, 4, 0
58) O=C(NNC(=S)NCc1ccccc1)c1ccc2c(c1)OCO2
 : 6, 12, 102, 90, 92, -2.0, 5, -6, 4
59) O=C(c1ccco1)N1CCN(S(=O)(=O)c2ccc(F)cc2)CC1
 : -3, 2, 90, 100, 103, -1.0, -7, -4, 1
60) CCC(NC(=O)NC1=NCCS1)(C(F)(F)F)C(F)(F)F
 : -1, -3, 99, 83, 105, -0.9, 2, 40, 3

More records follow.
Sequence of screens – MCL1-BIM inh, GLD-1 TGE inh, CR mimetic SO, AGP1 TOR yeast, CIT2 TOR yeast, MEX-5 binding, Bcl-xL primary, VLA-4 inh, GRK2 aptamer HTS
61) Cc1sc2ncnc(N3CCC(C(=O)NNC(=O)COc4ccc(Br)cc4)CC3)c2c1C
 : 9, 4, 102, 107, 94, -0.7, 5, 24, 3
62) COc1ccc2c(c1)CCC/C2=N\OC(=O)c1ccccc1F
 : 2, -2, 88, 94, 93, 2.8, 6, 25, 0
63) COc1ccc(Cl)cc1S(=O)(=O)Nc1ncn[nH]1
 : 0, 1, 95, 95, 97, -2.4, 2, 7, 3
64) Fc1ccc(-n2nnnc2-c2cnc(-c3cccs3)nc2C(F)(F)F)cc1
 : 3, 8, 105, 95, 88, 0.7, -1, -10, 3
65) CCOc1ccc(-n2c(SCC(=O)NCc3ccco3)nc3c(c2=O)SCC3)cc1
 : -2, -3, 115, 105, 103, /, 4, -1, 2
66) CC(C)c1ccc(C(CC(=O)O)N2Cc3ccccc3C2=O)cc1 (centres undefined)
 : -9, -3, 101, 100, 114, -2.6, -3, 9, 3
